Compound activity from PubChem BioAssay.
DDE Tn6 FP inh: inhibitors of Tn6 peptide binding to fibrin DD(E), primary screen, biochemical, fluorescence polarization, human fibrin, Tn6 probe; Fibrinogen beta chain (Homo sapiens), P02675; inhibition, % at 8.3 µM; Fibrin DD(E) TRITC-Tn6 fluorescence polarization displacement; actives 0.21% (n = 370,000);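 active = inhibition above a per-campaign cutoff: mean of compounds within control limits plus 3 SD, cut at about 15% in these data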;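 also: 0% = median of all compound wells on the plate and 100% = blocking peptide control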
SIAE inh: human SIAE inhibitors, primary screen, biochemical, fluorescence polarization, FP-Rh probe, 1536-well HTS; SIAE FP-Rh probe binding; inhibition, % at 9.66 µM; actives 0.69% (n = 370,000); AID 1053197, 2014;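 active = inhibition above a cutoff: mean of compounds within the control limits plus 3 SD of those, cut at about 17% in these data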;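 also: 0% = plate median of compound wells and 100% = probe without SIAE protein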
ADAM10 inh: human ADAM10 inhibitors, primary screen, biochemical, QFRET, HTS; inhibition, % at 7 µM; AID 720582, 2013; actives 0.62% (n = 370,000); recombinant ADAM10, EDANS/DABCYL FRET peptide cleavage, 3 h;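 active = inhibition above a per-campaign cutoff equal to the mean of compounds falling between control-based bounds plus 3 SD, cut at about 20% in these data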;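 also: 0% = DMSO wells while the 100% control is not disclosed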
Target sequence (O14672 214-748 limits assumed): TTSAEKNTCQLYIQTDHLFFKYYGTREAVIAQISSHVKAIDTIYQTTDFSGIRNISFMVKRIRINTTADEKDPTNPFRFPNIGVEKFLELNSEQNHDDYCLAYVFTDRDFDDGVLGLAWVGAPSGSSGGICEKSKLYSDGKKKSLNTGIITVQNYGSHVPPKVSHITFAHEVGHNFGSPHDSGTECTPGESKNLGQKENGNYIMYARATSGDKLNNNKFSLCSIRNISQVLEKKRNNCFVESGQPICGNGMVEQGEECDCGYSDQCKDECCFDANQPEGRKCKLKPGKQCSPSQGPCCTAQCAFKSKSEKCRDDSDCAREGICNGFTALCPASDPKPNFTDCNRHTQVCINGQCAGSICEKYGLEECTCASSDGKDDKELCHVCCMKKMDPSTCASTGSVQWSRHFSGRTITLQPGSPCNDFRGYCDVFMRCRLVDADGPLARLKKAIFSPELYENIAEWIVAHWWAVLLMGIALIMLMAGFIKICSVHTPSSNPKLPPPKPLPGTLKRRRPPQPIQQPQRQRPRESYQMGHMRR
TDP2 absorb: human TDP2 enzyme inhibitors, primary screen, biochemical, epi absorbance, recombinant enzyme; T5PNP hydrolysis, p-nitrophenol absorbance 415 nm; inhibition, % at 12.8 µM; actives 0.34% (n = 370,000); AID 720702, 2013; Tyrosyl-DNA phosphodiesterase 2 (Homo sapiens), O95551;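 active = inhibition above the mean of all tested compounds plus 3 SD, set per campaign, cut at about 25% in these data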;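 also: 0% = DMSO with enzyme and 100% = buffer with substrate but no TDP2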
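Read-out basis: percent inhibition. System: recombinant human TDP2. Buffer or medium: Mg2+-containing Tris-HCl buffer, pH 7.5. Repeats: single replicate. Timing: reaction 2 h, 37 °C. Benchmarks: high control without enzyme, low control DMSO plus TDP2. Probe or stimulus: 5 mM T5PNP. Doses: 12.8 µM only. Measured by: epi absorbance of p-nitrophenol freed from T5PNP by hydrolysis.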
ADAM17 inh: ADAM17 inhibitors, primary screen, biochemical, QFRET. Disintegrin and metalloproteinase domain-containing protein 17 (Homo sapiens), P78536. recombinant ADAM17, EDANS/DABCYL FRET peptide cleavage. inhibition, % at 6.95 µM. actives 0.83% (n = 370,000). AID 720648, 2013;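 active = inhibition above the mean of compounds lying between control limits plus 3 SD, set per campaign, cut at about 8.5% in these data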;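 also: 0% = DMSO-only wells as the low control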
PLCg1 inh: PLC-gamma1 enzyme inhibitors, primary screen, biochemical, fluorescence, purified enzyme; actives 0.84% (n = 370,000); fluorogenic substrate; 1-phosphatidylinositol 4,5-bisphosphate phosphodiesterase gamma-1 (Homo sapiens), P19174; inhibition, % at 12.2 µM; in the data active = inhibition above about 9.5%
Tn7 DDE FP: inhibitors of Tn7 peptide binding to fibrin DD(E), primary screen, biochemical, fluorescence polarization, human fibrin, Tn7 probe. Fibrinogen beta chain (Homo sapiens), P02675. FP displacement of FITC-Tn7 peptide from fibrin DD(E); 0% = median of compound wells per plate. inhibition, % at 8.3 µM. actives 0.13% (n = 370,000). AID 720508, 2013;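 active = inhibition above the mean of compounds falling within the control limits plus 3 SD of them, cut at about 14% in these data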;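 also: 0% = plate median of compound wells and 100% = 10 µM Aha-Tn7 peptide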
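Assay system: human fibrin DD(E) protein / Input: 2 µM fibrin DD(E) / Benchmarks: high control of 10 µM Aha-Tn7 peptide / Measured by: fluorescence polarization of the labelled Tn7 tracer / Medium: Tris buffer with calcium and detergent, pH 7.8 / Timing: 10 min compound pre-incubation, 3 h probe incubation at room temperature / Repeats: one replicate per compound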
PLCb3 inh: human PLC-beta3 inhibitors, primary screen, biochemical, fluorescence; 1-phosphatidylinositol 4,5-bisphosphate phosphodiesterase beta-3 (Homo sapiens), Q01970; Purified PLC-beta3, fluorogenic substrate; inhibition, % at 12.2 µM; actives 0.18% (n = 370,000); AID 720704, 2013; in the data active = inhibition above about 11%;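 also: 0% = median of compound wells on plate and 100% = full blocker control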
ASAP1 inh: inhibitors of human ASAP1 ArfGAP activity, primary screen, biochemical, fluorescence polarization; actives 0.19% (n = 360,000); ASAP1-stimulated ARF1 GTP hydrolysis, GDP FP detection; inhibition, % at 16.5 µM; Arf-GAP with SH3 domain, ANK repeat and PH domain-containing protein 1 (Homo sapiens), …; in the data active = inhibition above about 25%;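 also: 0% = vehicle with enzyme and substrate and 100% = no enzyme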
Target sequence (Q9ULH1 325-724 limits assumed): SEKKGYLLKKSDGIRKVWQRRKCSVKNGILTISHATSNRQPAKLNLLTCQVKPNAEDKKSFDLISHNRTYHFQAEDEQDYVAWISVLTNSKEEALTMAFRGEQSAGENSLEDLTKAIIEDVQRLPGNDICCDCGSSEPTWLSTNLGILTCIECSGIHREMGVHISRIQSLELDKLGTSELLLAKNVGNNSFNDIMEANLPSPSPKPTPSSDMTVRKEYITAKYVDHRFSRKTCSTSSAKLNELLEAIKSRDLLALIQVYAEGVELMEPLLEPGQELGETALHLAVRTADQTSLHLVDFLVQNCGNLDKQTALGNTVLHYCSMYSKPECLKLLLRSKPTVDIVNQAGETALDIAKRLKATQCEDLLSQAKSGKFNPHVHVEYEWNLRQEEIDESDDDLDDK
ARFGAP1 inh: inhibitors of rat ARFGAP1 GAP activity, primary screen, biochemical, fluorescence polarization, GDP tracer. ADP-ribosylation factor GTPase-activating protein 1 (Rattus norvegicus), Q62848. Arfgap1-stimulated ARF1 GTP hydrolysis, GDP FP detection. inhibition, % at 16.5 µM. actives 0.26% (n = 360,000). AID 651572, 2012;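 active = inhibition above a per-plate limit, mean inhibition of low control wells plus 3 SD, cut at about 25% in these data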;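 also: 0% = DMSO wells with enzyme and 100% = wells lacking Arfgap1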
Target sequence (Q62848 1-136 limits assumed): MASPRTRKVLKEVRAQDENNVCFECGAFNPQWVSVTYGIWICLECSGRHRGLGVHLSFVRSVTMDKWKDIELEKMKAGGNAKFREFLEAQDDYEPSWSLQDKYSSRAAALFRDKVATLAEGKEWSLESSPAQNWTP
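Material: rat Arfgap1 GAP domain (His6, aa 1-136), purified enzyme. Also added: human ARF1(Δ1-17)-GTP substrate. Compound dosing: 16.5 µM single point, 1.26% DMSO. Timing: enzyme reaction 120 min at 25 °C after 20 min preincubation. Signal: GDP detection by fluorescence polarization. Read-out basis: percent inhibition of GAP-stimulated GDP formation, scaled between DMSO and no-Arfgap1 medians.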
Active calls of the source: *.

DDE Tn6 FP inh,SIAE inh,ADAM10 inh,TDP2 absorb,SMILES,ADAM17 inh,PLCg1 inh,Tn7 DDE FP,PLCb3 inh,ASAP1 inh,ARFGAP1 inh
-1,-6,-2,-3,COc1cccc(CN(C)C(=O)CSCC(=O)Nc2cc(C)on2)c1OC,-10,1,0,-8,1,-1
-7,17*,-6,6,COc1ccc(CN2CCN(Cc3ccccc3F)CC2)c(OC)c1,-5,4,-2,-5,8,12
8,5,8,-12,Cc1cc(C)c(C)c(OCCCCN2CCCCC2)c1,-2,3,3,0,-1,8
-10,-2,-217,4,CC1=C(C(=O)Nc2ccccc2)C(c2cc(CN3CCOCC3)cs2)C2=C(CCCC2=O)N1 (stereo not drawn),-70,-103,-13,-160,-3,-1
-3,12,-3,11,CN(Cc1ccccn1)C(=O)C1CCC(=O)N(Cc2cccc(C(F)(F)F)c2)C1 (stereo not drawn),-2,1,-3,-2,1,1
3,5,-2,9,COCCNC(=O)Cc1ccc(F)cc1,-3,0,-2,3,-6,0
4,2,-2,-1,COc1ccc(NC(=O)CN(C)CC(=O)Nc2ccccc2SC)cc1Cl,2,-1,4,2,-11,1
2,-1,2,2,COc1ccc(C(C)NC(=O)c2ccccc2Br)cc1OC (stereo not drawn),-1,3,6,6,6,3
4,10,-159,2,O=C(O)c1ccc(CNc2ccccc2C(=O)O)cc1,-38,-45,0,-48,-11,-2
-6,-2,-1,2,CC(C)(C)NC(=O)COC(=O)c1ccc(NC(=O)CC#N)cc1,-4,-2,6,-1,8,-4
1,-2,-10,8,CC(=O)c1cccc(NC(=O)C(C)OC(=O)CCN=C2NS(=O)(=O)c3ccccc32)c1 (stereo not drawn),-2,0,-4,-4,12,6
0,7,1,2,NS(=O)(=O)c1cc(C(=O)OCCNC(=O)c2ccccc2)c(Cl)cc1Cl,-2,6,-6,2,11,4
-1,-1,-6,-1,COc1ccc(S(=O)(=O)Nc2cc(C)on2)cc1OC,-1,-4,7,-1,-1,12
-4,6,5,-1,Cc1ccc(NC(=O)c2nc(S(=O)(=O)Cc3ccccc3C)ncc2Cl)cc1C,0,-1,0,-7,-4,-11
-3,-2,-3,2,OCC[C@@H]1C[C@H](O)[C@@H](O)[C@@]2(OCc3cc(Cl)ccc32)O1,1,2,-9,3,25*,5
0,1,-2,-5,COc1ccc2nc(NNC(=O)COc3ccccc3)sc2c1,-3,-4,6,-12,-3,-1
6,-1,-5,5,COc1ccc(CCN(Cc2nc3ccccc3c(=O)[nH]2)C(=O)c2ccco2)cc1,-2,-4,4,-3,-5,4
-4,-8,-4,-1,CC(Oc1ccc(-c2ccccc2)c(F)c1)c1ccn(S(=O)(=O)c2ccc(Br)cc2)n1 (stereo not drawn),-1,1,1,-1,5,6
0,-3,-1,4,CC(Sc1nc2ncc(Cl)cc2[nH]1)C(=O)Nc1ccccc1[N+](=O)[O-] (stereo not drawn),-2,-1,-3,4,9,11
4,-6,15,-9,O=C(NCc1ccccc1)C1=C[C@@H](c2ccc(Br)cc2)C[C@@H](OCc2ccc(CO)cc2)O1,7,1,-12,1,2,6
-1,0,-3,-7,COc1cc(NC(=O)Cn2cnc(S(=O)(=O)N3CCCCC3)c2)cc(OC)c1OC,4,3,-1,-5,5,0
1,-2,4,7,O=[N+]([O-])c1cccc(-c2nnn(C34CC5CC(CC(C5)C3)C4)n2)c1,-3,0,4,-1,4,16
-7,-51,17,-1,C[C@@H]1CN([C@H](C)CO)C(=O)c2cccc(NC(=O)Nc3ccc(C(F)(F)F)cc3)c2O[C@H]1CN(C)S(=O)(=O)c1cccs1,5,5,-3,0,13,8
2,8,5,-2,Cc1c(C(=O)Nc2ccccc2Cl)oc2ccc(S(=O)(=O)N3CCC4(CC3)OCCO4)cc12,2,-3,1,-1,5,-3
-2,10,-13,3,CC(=O)Nc1n[nH]c(=S)s1,-4,0,4,-2,-3,-3
-5,2,-6,-3,O=c1c2c3c(sc2nc(NCCO)n1-c1ccccc1)CCCC3,0,-2,-2,-6,9,-3
3,-1,-9,-6,COc1ccccc1C(=O)Nc1ccc(-c2nnn(CC(=O)N3CCOCC3)n2)cc1,-2,1,5,3,16,20
-9,-2,9,-16,CS(=O)(=O)c1ccc(C(=O)N2CCc3ccccc3C2)cc1,0,1,-4,7,-2,5
-7,1,6,-1,CC(C)(C)C(=O)Nc1nnc(SCc2ccc(F)cc2)s1,3,4,9,8,-4,2
2,3,-5,-4,O=C(C1CCN(S(=O)(=O)c2cccs2)CC1)N1CCCCCC1,-3,1,2,2,-3,19

In the list so far, these have an aryl thioether with sulfur outside any ring.
DDE Tn6 FP inh,SIAE inh,ADAM10 inh,TDP2 absorb,SMILES,ADAM17 inh,PLCg1 inh,Tn7 DDE FP,PLCb3 inh,ASAP1 inh,ARFGAP1 inh
4,2,-2,-1,COc1ccc(NC(=O)CN(C)CC(=O)Nc2ccccc2SC)cc1Cl,2,-1,4,2,-11,1
0,-3,-1,4,CC(Sc1nc2ncc(Cl)cc2[nH]1)C(=O)Nc1ccccc1[N+](=O)[O-] (stereo not drawn),-2,-1,-3,4,9,11
-7,1,6,-1,CC(C)(C)C(=O)Nc1nnc(SCc2ccc(F)cc2)s1,3,4,9,8,-4,2

Later entries.
DDE Tn6 FP inh,SIAE inh,ADAM10 inh,TDP2 absorb,SMILES,ADAM17 inh,PLCg1 inh,Tn7 DDE FP,PLCb3 inh,ASAP1 inh,ARFGAP1 inh
-11,-3,2,3,C=CCNC(=O)NC(=O)COC(=O)/C(C#N)=C/c1cc(C)n(CCC(C)C)c1C,-4,-1,6,-5,-1,10
-5,14,1,-3,O=C(CSCc1ccco1)NC1CCCC1,-1,0,-4,2,3,3
4,-5,-19,1,COCC(=O)N(Cc1cc2ccc(C)cc2[nH]c1=O)c1ccc(OC)cc1,-11,1,2,-1,2,3
-5,3,2,1,CC1=C(C(=O)N2CCOCC2)CC(CC(=O)NCCc2ccccn2)C(=O)N1Cc1ccc(C(C)(C)C)cc1 (stereo not drawn),-2,1,-3,2,4,-17
4,-1,8,-4,C=CCc1cc(OC)ccc1OCCON1C(=O)CCC1=O,0,4,-5,1,-2,7
-2,8,1,5,N#Cc1ncc(C(F)(F)F)cc1Sc1ccccc1N,1,-44,1,-1,-5,14
2,11,2,5,Cc1c(Br)ccc(NC(=O)COc2ccccc2C(N)=O)c1C,-3,-3,6,-2,4,4
4,14,-8,-6,CC1(C(=O)NCc2ccco2)CCN1C(=O)C1(c2ccccc2)CC1 (stereo not drawn),4,1,3,-9,-10,-8
-10,3,-178,5,O=C(Nc1ccc2nc(-c3ccccn3)[nH]c2c1)C1CCCCC1,-60,-99,5,-124,-8,4
3,3,8,2,COc1ccc(CNC(=O)c2cc(-c3ccccc3O)n[nH]2)cc1,-1,2,-8,-1,4,-8
4,11,-5,2,Cc1ccccc1COc1cccn2c(N(C)C(=O)CCC3CCCC3)c(C)nc12,0,-4,9,-3,-1,-11
-2,0,-17,0,Cc1cn(C2CCCCO2)c(=O)[nH]c1=O (stereo not drawn),-4,3,0,0,-18,-6
-3,-1,-2,-6,Cc1cc(C)nc(NC2=N[C@@H]3CCCC[C@H]3N2C(=O)Nc2cc(Cl)cc(Cl)c2)n1,-2,3,-1,-3,4,0
1,4,8,5,COc1ccc(NC(=O)c2ccco2)cc1NC(=O)c1cccc(F)c1,0,0,-5,-6,0,9
2,9,-5,14,CCN1CCN(CCC(=O)Nc2ccccc2)CC1,-2,2,-2,-8,-4,5
9,13,-2,2,COc1cccc(OCCCCN2CCCCC2)c1,0,0,-6,3,5,2
-3,6,10,2,Cc1[nH]c2ccc(C(=O)NCC(C)(C)N3CCOCC3)cc2c1C,-1,-7,-4,-10,6,-1
-2,2,0,-1,CCCCC(=O)Nc1ccc(C(=O)Nc2ccc(S(=O)(=O)Nc3ccc(C)cc3)cc2)cc1,2,3,-4,3,-2,3
-4,2,-7,4,COC(=O)C1=C(C)n2cnnc2NC1c1ccc(Cl)cc1 (stereo not drawn),0,-2,2,3,7,13
0,-18,14,-5,COc1ccccc1NC(=O)Cn1nc(-c2ccc(Cl)cc2)c2ccccc2c1=O,8.7*,-22,-1,6,13,7
-3,3,5,-1,CCNC(=O)NC(=O)CSc1ccc2ccccc2c1,2,8,3,4,7,-13
9,0,7,-11,CCC1CCCCN1Cc1ccc(OC)c(C)c1C (stereo not drawn),4,9,-2,5,1,10
3,1,-8,1,CC(O)C(=O)N/N=C/c1ccccc1C(=O)O (stereo not drawn),-3,-2,4,2,14,6
-4,-1,-6,-7,COCCN1C(=O)N[C@@H](c2ccccc2)[C@H](C(C)=O)[C@H]1C,2,3,-1,2,3,-13
-2,-1,4,-17,CCOc1ccccc1NC(=O)/C(C#N)=C/c1c(C)nn(-c2ccccc2)c1Cl,5,6,2,2,13,0
-6,-21,-3,6,CC(C)c1nnc(N2C(=O)C(O)=C(C(=O)c3cccs3)C2c2ccccc2)s1 (stereo not drawn),-3,-184,30*,-180,-1,1
-3,1,-8,6,COC(=O)c1[nH]c2ccccc2c1NC(=O)CN1CCCCCC1,-3,-1,5,-8,1,4

Given with bars between the fields: two of the compounds above.
Molecule | DDE Tn6 FP inh | SIAE inh | ADAM10 inh | TDP2 absorb | ADAM17 inh | PLCg1 inh | Tn7 DDE FP | PLCb3 inh | ASAP1 inh | ARFGAP1 inh
CCCCC(=O)Nc1ccc(C(=O)Nc2ccc(S(=O)(=O)Nc3ccc(C)cc3)cc2)cc1 | -2 | 2 | 0 | -1 | 2 | 3 | -4 | 3 | -2 | 3
COC(=O)C1=C(C)n2cnnc2NC1c1ccc(Cl)cc1 (stereo not drawn) | -4 | 2 | -7 | 4 | 0 | -2 | 2 | 3 | 7 | 13
